Bioassay records from PubChem BioAssay.
BL2 CD40 inh = CD40 pathway inhibition in BL2 cells; BL2 NF-kB luciferase reporter, CD40L-induced, 4 h; inhibition, % at 10 µM; 0.94% of 83,000 active;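 active means mean inhibition of at least 50% with a set share of replicates also reaching that level; inconclusive means no clear call, values can overlap the other calls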;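 further: 0% = neutral control wells and 100% = IKK inhibitor VII at 50 µM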
An asterisk follows results filed as active; ? = inconclusive; & = joins results of further samples; [ ] = dose if it differs, or a comment. The list is partial, so the mix of outcomes need not match the whole.

BL2 CD40 inh,SMILES
-6,CNc1cc(-c2cccc(OC)c2F)nc2ccnn12
-108,c1ccc(CSc2ccc(-c3cccnc3)nn2)cc1
4,Cc1oc2ccc(OCc3ccc(F)cc3)cc2c1C(=O)O
2,C[C@@H]1CN(C)C(=O)c2cc(N)ccc2O[C@@H]1CN(C)C
5,COc1ccccc1NC(=O)C(C)OC(=O)C1CCN(S(=O)(=O)c2ccccc2C(F)(F)F)CC1 (stereo not drawn)
5,OCCC1CN(Cc2cc(F)ccc2-n2cccn2)CCN1C1CCCC1 (stereo not drawn)
10,O=C(O)c1ccc(Nc2ncnc3c2cnn3Cc2ccccc2)cc1
2,CC(=O)Nc1ccc(/C(C)=N/NC(=O)c2ccc(CN3CCOCC3)cc2)cc1
-8[25 µM],COc1ccc(C#Cc2ccc3c(c2)[C@H]2[C@H](CCN2C(=O)c2cnccn2)[C@H](CO)N3)cc1
-5,O=C(CNC(=O)c1ccco1)NCc1ccc2c(c1)OCO2
0,COc1ccc(C#Cc2ccc3c(c2)[C@H]2[C@H](CCN2C(=O)C2CCCC2)[C@@H](CO)N3)cc1
0[25 µM],COc1ccc2c3c([nH]c2c1)[C@H](CO)N(C(=O)C1CCOCC1)CC31CN(C(=O)NC(C)C)C1
-10[25 µM],COc1ccc(NC(=O)N(C)C[C@H]2OCCCC[C@H](C)Oc3ccc(NC(=O)c4ccncc4)cc3C(=O)N([C@@H](C)CO)C[C@@H]2C)cc1
-54&-8,N#Cc1cccc(-c2ccc(C3[C@H]4CNC[C@@H]3N4C(=O)Nc3ccccc3F)cc2)c1 (stereo partly drawn)
2,CC(C(=O)N1CCc2ccccc21)n1cnc2c1c(=O)n(C)c(=O)n2C (stereo not drawn)
0[25 µM],CS(=O)(=O)N1CC(=O)N2[C@H](CO)[C@H](c3ccc(Br)cc3)[C@@H]2C1
-58,Cn1cccc1C(=O)OCC(=O)Nc1ccc2c(c1)CCC2
0,Cc1cc(C)c(OCC(=O)OCC(=O)NC2CCC(C)CC2)c(C)c1 (stereo not drawn)
0,O=S(=O)(c1ccccc1)c1ccc(NCc2ccco2)cc1
9[25 µM],COc1cccc(NC(=O)C[C@H]2CC[C@@H]3[C@H](COc4ccc(NC(=O)C5CC5)cc4C(=O)N3C)O2)c1
4,COc1cc(/C=C/C(=O)OCC(=O)N2CCCC2)ccc1OCC#N
2,CCCNC(=O)C1(C)CCCN(CCOc2ccccc2)C1 (stereo not drawn)
5,Cc1cc(C)c(S(=O)(=O)c2ccccc2C)c(Cl)n1
-5,CS(=O)(=O)N(CC(=O)NCc1ccco1)c1ccccc1Cl
50*,Cc1ccc(C(OCC(O)CNCc2ccc(F)cc2)c2ccccc2)cc1 (stereo not drawn)
-3[25 µM],CCCNC(=O)N[C@H]1C=C[C@@H](CC(=O)N2CCN(C)CC2)O[C@H]1CO
-1,Cc1cc(C)c2ccc(N)nc2c1O
-114,COc1cc(C(=O)Nc2ccc(N(C)C)cc2)c([N+](=O)[O-])cc1OC
-2,O=C(Nc1ccc(F)cc1)N1C[C@@H]2[C@H](c3ccccc31)[C@@H](CO)N2C(=O)c1ccc(F)cc1
7[25 µM],COc1cccc(C#Cc2ccc([C@@H]3[C@@H](C#N)N(C(=O)C4CCCCC4)[C@H]3CO)cc2)c1

The closing 7 compounds of the section before lead into the next:
BL2 CD40 inh,SMILES
-5,CS(=O)(=O)N(CC(=O)NCc1ccco1)c1ccccc1Cl
50*,Cc1ccc(C(OCC(O)CNCc2ccc(F)cc2)c2ccccc2)cc1 (stereo not drawn)
-3[25 µM],CCCNC(=O)N[C@H]1C=C[C@@H](CC(=O)N2CCN(C)CC2)O[C@H]1CO
-1,Cc1cc(C)c2ccc(N)nc2c1O
-114,COc1cc(C(=O)Nc2ccc(N(C)C)cc2)c([N+](=O)[O-])cc1OC
-2,O=C(Nc1ccc(F)cc1)N1C[C@@H]2[C@H](c3ccccc31)[C@@H](CO)N2C(=O)c1ccc(F)cc1
7[25 µM],COc1cccc(C#Cc2ccc([C@@H]3[C@@H](C#N)N(C(=O)C4CCCCC4)[C@H]3CO)cc2)c1
18,CNC(=O)c1ccccc1F
13,O=C(NCC1CCCO1)c1nn2c(c1Cl)NC(c1ccc(F)cc1)CC2C(F)(F)F (stereo not drawn)
-6,O=C(c1ccccc1-c1ncc[nH]1)N1CCc2c([nH]c3ccccc23)C1c1ccccn1 (stereo not drawn)
-1,COc1cc2c(cc1NC(=O)COC(=O)c1ccccc1)oc1ccccc12
11,Cc1ccc(NS(=O)(=O)c2cccc(C(=O)Nc3cc(C)on3)c2)cc1
11,CC(C)(CSc1ccccn1)NS(=O)(=O)c1ccccc1
-2,CN(C)CCCn1c2c(c(SCC(=O)Nc3cccc4ccccc34)nc1=O)CCCC2
12,COCCn1c(COC)nc2ccccc21
0,Cc1nc2cc(C(=O)N3CCc4ccccc43)ccc2n1-c1ccc(F)c(F)c1
-8,COc1ccc(CNC(=O)Cc2cn(C)c3ccccc23)c(OC)c1
-4,O=[N+]([O-])c1cnn(-c2nc(-c3ccco3)cc(C(F)(F)F)n2)c1
4,O=C(CN1CCOCC1)N[C@H]1CC[C@@H](CCn2cc(C3CCCC3)nn2)O[C@H]1CO
4,O=C(NCCCN1CCCC1=O)c1ccc(S(=O)(=O)Nc2ccccc2)cc1
3,NC(=O)C1CCN(C(=O)Cc2ccsc2)CC1
0,COc1ccc(NC(=O)CN(C)C2=NS(=O)(=O)c3ccccc32)cc1Cl
9,COc1ccc(Br)cc1S(=O)(=O)Nc1ncccc1C
12,COc1ccc(OCC(=O)N2CCN(C(=O)c3ccccc3)CC2)cc1
6,CC(NCCC1(C(C)C)CCOC(C)(C)C1)c1cccs1 (stereo not drawn)
0,O=C1CN(C(=O)COC(=O)c2cccc(OCc3ccccc3)c2)c2ccccc2N1
5,COc1ccc(NC(=O)CN2CCN(C(=O)N3CCOCC3)CC2)cc1
-46,Cc1ccc([N+](=O)[O-])cc1S(=O)(=O)Nc1cccc(-c2ccc(N3CCOCC3)nn2)c1
-16[25 µM],COc1ccc(NC(=O)N2CC(=O)N3[C@H](C2)[C@H](c2ccc(Br)cc2)[C@@H]3CO)cc1
4,CCOC(=O)C1(C)CCCN(C(=O)c2c(-c3ccccc3)noc2C)C1 (stereo not drawn)
10,Cc1cc(C)n2nnnc2n1
?,CCCCc1nc2ccccc2[nH]1
13,CN(CCO)c1nc(N)c(C#N)c(CC#N)c1C#N
7,CSc1ncccc1C(=O)OCC(=O)N1CC2(C)CC1CC(C)(C)C2 (stereo not drawn)
-13,CC1CCc2[nH]c3ccc(C(=O)N(C)CC(=O)Nc4cccc(F)c4)cc3c2C1 (stereo not drawn)
-2,CC1(C(=O)NCCCN2CCOCC2)Oc2cccnc2NC1=O (stereo not drawn)
-35,Cc1ccc2nc(N/C(=N/S(=O)(=O)c3ccc(F)cc3)c3ccccc3)sc2c1
-8,CCC1(c2ccccc2)NC(=O)N(CC(=O)Nc2ccc(N3CCCC3)cc2C)C1=O (stereo not drawn)
12,Cc1noc(C)c1C(=O)N1CCc2ccccc21
-12[25 µM],CCS(=O)(=O)Nc1ccc2c(c1)C(=O)N(C)[C@@H]1CC[C@@H](CC(=O)N[C@@H]3CCN(Cc4ccccc4)C3)O[C@@H]1CO2
9,O=C(CC(=O)c1ccccc1)Nc1ccc([N+](=O)[O-])cc1
-7,CCN1CCN(c2cc(C)c3cc(NC(=O)c4ccncc4)ccc3n2)CC1
17,COc1cc2c(cc1OC)CN(C(=O)c1ccco1)CC2
0[25 µM],COc1ccccc1CN(C)C[C@H]1OCc2ccccc2-c2c(n(C)c3ccccc23)C(=O)N([C@@H](C)CO)C[C@H]1C
10,Cn1c(Cn2cnc3ccccc32)nc2ccccc21
1,O=C(c1cc([N+](=O)[O-])ccc1N1CCCCC1)N1CCc2ccccc21
-2,COc1ccc(NS(=O)(=O)c2cc(NC(=O)CCc3ccc(OC)c(OC)c3)ccc2N2CCOCC2)cc1
12,Cc1nn(CC(=O)N2CC(=O)Nc3ccccc32)c(C)c1[N+](=O)[O-]
13,CN(CC(=O)Nc1cccc(F)c1)C(=O)c1ccc(N2CCCCCC2)c([N+](=O)[O-])c1
20,CCc1ccc(OCC(=O)N(C)C)c(Br)c1
5[25 µM],N#C[C@H]1[C@H](c2ccc(-c3cccc(F)c3)cc2)[C@@H](CO)N1c1nc(-c2ccccc2)cs1
-2,CC(C)NC(=O)NC(=O)COC(=O)c1ccccc1O
13[25 µM],Cc1cccc(S(=O)(=O)N[C@@H]2CC[C@H](CCNC(=O)Nc3cc(F)ccc3F)O[C@H]2CO)c1
5,CCNC(=O)C1(C)CCCN1C(=O)c1ccc(F)c(Cl)c1 (stereo not drawn)
1,CCc1noc(C)c1C(=O)Nc1cc(S(=O)(=O)N(CC)CC)ccc1N1CCOCC1
-27,CN1CCN(S(=O)(=O)c2ccc(NC(=O)c3csc4ccccc34)cc2)CC1
1[25 µM],COc1cccc(NC(=O)N(C)C[C@H]2Oc3ncc(/C=C/c4ccccc4)cc3C(=O)N([C@@H](C)CO)C[C@H]2C)c1
-33,O=[N+]([O-])c1ccc(NN=Cc2ccco2)nc1
-5[25 µM],CCNC(=O)[C@H]1[C@H](CO)[C@H]2Cn3c(ccc(-c4ccc(F)cc4)c3=O)[C@H]2N1C(=O)Cc1cccnc1
3[25 µM],CN(C)c1ccc2c(c1)[C@H]1C[C@H](CC(=O)O)O[C@H](CO)[C@H]1O2
6,O=C(CN1C(=O)NC2(CCCCC2)C1=O)Nc1nc2c(F)cc(F)cc2s1
-11,CC(C)OC(=O)c1c2c(n3ccccc13)C(=O)c1ccccc1C2=O
-58,O=S(=O)(c1ccc(NC(=S)NN=Cc2ccccc2O)cc1)N1CCCCC1
0,CCn1c(CNc2ccc(C(=O)O)cc2)nc2ccccc21
-15,CCOC(=O)N(C)C[C@H]1OCc2ccccc2-c2ccccc2C(=O)N([C@@H](C)CO)C[C@H]1C
6,N#Cc1c(-c2ccccc2)nc(-c2cccnc2)[nH]c1=O
-75,Cc1onc(-c2c(F)cccc2Cl)c1C(=O)Nc1nc2ccccc2[nH]1

Going on with the list.
BL2 CD40 inh,SMILES
6[25 µM],C[C@H](CO)N1C[C@H](C)[C@@H](CN(C)Cc2ccc3c(c2)OCO3)Oc2c(NC(=O)c3ccncc3)cccc2C1=O
48[25 µM],Cc1cc(I)ccc1Nc1c(C(=O)NOCC2CC2)cc(F)c(F)c1F
8,O=C(COc1ccc(Br)cc1)NCCCN1CCCC1=O
4,Cc1ccc(NC(=O)O/N=C/c2cccc([N+](=O)[O-])c2)cc1
7,CC(=O)c1ccc(N2CCN(C(=O)c3ccccc3SCC(=O)NCc3ccco3)CC2)c(F)c1
-3,COCC(=O)Nc1ccc(Br)c(C)c1
10,C[C@H](CO)N1C[C@H](C)[C@@H](CN(C)S(=O)(=O)c2ccccc2)OCc2ccccc2-c2ccccc2C1=O
9,CCn1nnnc1-c1ccc(OC)c(S(=O)(=O)NCCc2ccccc2)c1
6,CC(C(N)=O)N1C(=O)c2cccc3cccc1c23 (stereo not drawn)
13[25 µM],Cc1ccc(S(=O)(=O)N2C[C@@H](O)COC[C@@H]3O[C@H](CC(=O)NCc4ccc5c(c4)OCO5)CC[C@H]32)cc1
35[25 µM],C[C@H](CO)N1C[C@H](C)[C@@H](CN(C)S(=O)(=O)c2ccc(Cl)cc2)OCCCC[C@H](C)Oc2ccc(NC(=O)Nc3ccc(C(F)(F)F)cc3)cc2C1=O
2[25 µM],CO[C@H]1CN(C)C(=O)c2cc(NC(=O)c3ccccc3F)ccc2OC[C@H](C)N(CC2CCOCC2)C[C@H]1C
2,CC(=O)N1CCc2cc(S(=O)(=O)NCCN3CCC(C)CC3)ccc21
-14,S=C(c1ccccc1)N1CCN(c2ccccc2)CC1
-1,O=C(CNC(=O)COc1ccccc1)NCc1ccccc1F
2,Nc1cc(=O)nc2cn[nH]n12
-2,COc1ccc(-c2csc(C(NC(C)=O)c3ccc(F)c(F)c3)n2)cn1 (stereo not drawn)
18,CC(C)Cn1c(N)c(C(=O)COC(=O)Cc2cccc(C(F)(F)F)c2)c(=O)n(C)c1=O
5,Cc1ccc(Cl)cc1-n1c(=O)cc(N2CCN(C(=O)c3ccco3)CC2)[nH]c1=O
3,CNC(=O)C1CC(=O)N(CCCc2ccccc2)C(=Nc2ccccc2)S1 (stereo not drawn)
-1,CC(=O)Nc1ccc(S(=O)(=O)NCc2nnnn2-c2ccc(F)cc2)cc1
-22,Cn1cccc1-c1nc2ccc(NC(=O)c3ccccc3)cc2[nH]1
30,C[C@@H]1CCCCO[C@H](CN(C)C(=O)NC2CCCCC2)[C@@H](C)CN([C@@H](C)CO)C(=O)c2cc(NC(=O)NC3CCCCC3)ccc2O1
7,CCOc1cc(/C=N/NC(=O)c2ccc(CSc3nncn3C)cc2)ccc1OCC(=O)N1CCOCC1
14,COc1ccc(C(=O)NCCCn2cccn2)cc1OC1CCN(C(C)=O)CC1
-14,CCOC(=O)c1c(N)c2cc([N+](=O)[O-])ccc2n1C
11,O=C1/C(=C/c2cccnc2)SC(=S)N1Cc1ccco1
14,CSCCC(NC(=O)C1CCC(C)CC1)C(=O)O (stereo not drawn)

Two neighbouring records out of the list so far:
BL2 CD40 inh,SMILES
17,COc1cc2c(cc1OC)CN(C(=O)c1ccco1)CC2
0[25 µM],COc1ccccc1CN(C)C[C@H]1OCc2ccccc2-c2c(n(C)c3ccccc23)C(=O)N([C@@H](C)CO)C[C@H]1C

Laid out differently: 3 of the compounds above
SMILES	BL2 CD40 inh
N#Cc1c(-c2ccccc2)nc(-c2cccnc2)[nH]c1=O	6
C[C@H](CO)N1C[C@H](C)[C@@H](CN(C)Cc2ccc3c(c2)OCO3)Oc2c(NC(=O)c3ccncc3)cccc2C1=O	6[25 µM]
O=C(c1ccccc1-c1ncc[nH]1)N1CCc2c([nH]c3ccccc23)C1c1ccccn1 (stereo not drawn)	-6
